Mtb FBA inh: inhibitors of M. tuberculosis fructose-bisphosphate aldolase | inhibition, % at 1 µM | AID 588726 | P9WQA3 | purified M. tuberculosis FBA, fluorescence read-out | 2.3% of 360,000 active; in the data active = inhibition above about 27%;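 also: 0% = vehicle and 100% = reference inhibitor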
Target sequence (P9WQA3 whole entry, looked up): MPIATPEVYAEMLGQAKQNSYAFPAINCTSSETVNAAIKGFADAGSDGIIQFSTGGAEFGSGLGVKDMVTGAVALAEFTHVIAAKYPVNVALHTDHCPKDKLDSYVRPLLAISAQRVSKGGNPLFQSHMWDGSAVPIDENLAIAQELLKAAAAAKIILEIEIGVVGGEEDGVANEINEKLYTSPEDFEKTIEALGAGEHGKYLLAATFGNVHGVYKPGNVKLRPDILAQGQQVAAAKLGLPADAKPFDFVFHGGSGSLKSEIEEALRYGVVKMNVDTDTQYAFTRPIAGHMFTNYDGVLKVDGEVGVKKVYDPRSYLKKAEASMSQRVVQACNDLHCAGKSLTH
Mtb UGM inh: blocks M. tuberculosis UGM enzyme; 0.06% of 320,000 active; inhibition, % at 10 µM; P9WIQ1; purified UGM, fluorescence polarization probe displacement; in the data active = inhibition above about 10%, passing the limit was not always enough; inconclusive = no clear call, values can overlap the other calls
Target sequence (P9WIQ1 whole entry, looked up): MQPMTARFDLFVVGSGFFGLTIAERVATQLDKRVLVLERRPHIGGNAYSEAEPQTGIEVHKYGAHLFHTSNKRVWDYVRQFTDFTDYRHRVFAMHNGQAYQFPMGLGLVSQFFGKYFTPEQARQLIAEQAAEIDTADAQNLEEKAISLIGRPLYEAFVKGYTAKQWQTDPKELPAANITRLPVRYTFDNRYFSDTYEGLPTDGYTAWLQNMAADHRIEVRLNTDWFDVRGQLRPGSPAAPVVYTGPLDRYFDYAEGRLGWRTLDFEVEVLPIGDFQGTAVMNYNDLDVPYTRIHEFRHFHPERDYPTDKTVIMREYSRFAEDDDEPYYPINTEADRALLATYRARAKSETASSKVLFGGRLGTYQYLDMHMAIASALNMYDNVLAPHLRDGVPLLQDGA
GDH-TPI counter: GDH-TPI coupled enzyme inhibition counter-screen. GDH-TPI coupled enzyme counterscreen, NADH absorbance. inhibition, % at 4.8 µM. 1.2% of 360,000 active; in the data active = inhibition above about 30%;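 also: 0% = DMSO wells and 100% = wells lacking the enzyme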
Vc quorum ag: inducers of Vibrio cholerae quorum light production without autoinducers. 0.16% of 350,000 active. AID 588436. V. cholerae BH1578 lux reporter, luminescence, 6 h. activation, % at 18.7 µM; in the data active = activation mostly above about 9.7%, no sharp cut-off; inconclusive = no clear call, values can overlap the other calls; inactive = mostly below about 3.7%; also: not every result past the cut was called active; inactives centre near 0; reference of the scale not given here
TcdB GH inh: TcdB glycohydrolase inhibition; TcdB glycohydrolase enzymatic assay, plate reader; inhibition, % at 9.99 µM; 0.24% of 350,000 active; AID 652162; in the data active = inhibition above about 10%
FadD28 binding: inhibitors of Mycobacterium tuberculosis FadD28 bisubstrate binding; FadD28 bisubstrate probe binding, fluorescence polarization; inhibition, % at 12.5 µM; 0.22% of 360,000 active; in the data active = inhibition above about 8.5%, passing the limit was not always enough; inconclusive = no clear call, values can overlap the other calls
Y pestis TopoI: blocks Yersinia pestis topoisomerase I activity; Y. pestis Topo-I cleavage product accumulation, plate reader; activity, % at 10 µM; 0.064% of 360,000 active; AID 504884; in the data active = activity above about 50%, passing the limit was not always enough; inconclusive = no clear call, values can overlap the other calls; also: inactives centre near 2
PfHsp40 yeast: compounds rescuing yeast from Plasmodium falciparum HSP40 toxicity | growth rescue, % at 12.5 µM | 0.68% of 340,000 active | AID 504582 | S. cerevisiae expressing PfHsp40, growth rescue, ATP luminescence; in the data active = growth rescue above about 28%, passing the limit was not always enough; inconclusive = no clear call, values can overlap the other calls;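 also: yeast W303a lacking pdr1 and pdr3 grown in galactose medium; growth measured after three days at 30 °C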
Mtb BioA inh: inhibitors of Mycobacterium tuberculosis BioA enzyme. purified M. tuberculosis BioA enzyme, plate reader. inhibition, % at 9.99 µM. 0.096% of 360,000 active. AID 602481; in the data active = inhibition above about 40%; inconclusive = no clear call, values can overlap the other calls
Starred values were filed as active, the others as inactive; i = inactive; ? = inconclusive; nt = not tested or not shown; & = joins results of further samples.

compound	Mtb FBA inh	Mtb UGM inh	GDH-TPI counter	Vc quorum ag	TcdB GH inh	FadD28 binding	Y pestis TopoI	PfHsp40 yeast	Mtb BioA inh
FC(F)(F)COc1nc(OCC(F)(F)F)nc(N2CCN(c3ccccc3)CC2)n1	-1	0.9	-8	i	nt	-6.0	16	3.8	0.6
CN(c1ccccc1)S(=O)(=O)c1cc(C(=O)NCc2ccco2)ccc1Cl	-2	nt	5	i	2.9	3.4	17	nt	0.7
CC/C(=N\NC(=O)c1c(-c2ccccc2)noc1C)c1ccc(C)o1	-1	0.3	4	-0.4	nt	-3.5	5	1.3	-0.7
O=c1c2c([N+](=O)[O-])cc([N+](=O)[O-])cc2sn1Cc1ccccc1	-2	2.4	8	-0.5	-3.2	-0.3	-12	1.6	-0.1
CCOC(=O)C1CCN(S(=O)(=O)c2c(C(=O)N3CCCCC3)c(C)n(C)c2C)CC1	1	0.8	-13	0.5	1.4	-3.5	1	-2.3	-2.6
CCn1c(SCC(=O)C(C)(C)C)nnc1-c1cnccn1	1	2.6	16	-1.8	nt	0.1	-1	2.0	-0.1
O=C(NC1CCCCCC1)c1ccc(OCC2CCCO2)cc1 (configuration not stated)	-2	-0.5	6	-0.4	nt	-0.7	-4	0.3	nt
COc1ccc(Nc2oc(-c3ccc(F)cc3)nc2C#N)cc1	2	-0.5	6	-0.3	2.4	-0.4	0	nt	-1.4
O=C(OCC(=O)N1CCCC1=O)c1ccc(F)c(S(=O)(=O)N2CCOCC2)c1	-2	-3.1	7	-1.2	0.6	0.8	5	-1.2	1.5
O=C(Nc1cc2c3c(c1)CC(=O)N3CCC2)c1ccccc1Br	-1	-0.3	3	-1.1	2.6	-3.9	-11	1.3	0.8
Cc1nc2ncnn2c(N2CCCC(C(=O)Nc3ccc4c(c3)CCC4)C2)c1C (configuration not stated)	-2	-1.6	9	-2.9	nt	-1.9	32	0.6	7.7
NC(=O)CSc1nccn1Cc1ccc2c(c1)OCO2	3	-2.3	-2	i	0.3	1.8	3	0.9	1.0
Cc1cc(=O)oc2cc(OCC(=O)OCC(=O)Nc3ccccc3F)ccc12	54*	4.3	9	0.1	1.4	0.2	-7	-0.4	nt
Cc1ccc(S(=O)(=O)N2CCOCC2)cc1C(=O)NC1CCCC1	0	1.3	-2	-0.4	-1.0	0.3	5	-0.3	-2.0
COc1ccc(N2CCN(C(=O)Cn3cnc4c(cnn4-c4ccc(C)cc4)c3=O)CC2)cc1	1	1.7	1	i	-0.3	-3.0	-11	-0.6	0.6
COC(=O)c1scc2c(=O)cc(C(F)(F)F)[nH]c12	29*	-1.0	-3	i	1.7	-3.1	-10	2.4	-2.1
Cc1cc2c(cc1C)NP(=S)(c1ccccc1)N2	15	nt	6	-1.7	1.3	-1.0	-10	-2.1	2.5
Cc1ccc(N(CC(=O)NCCc2ccccc2)C(=O)c2csnn2)cc1	2	-1.8	0	-4.8	0.6	-0.1	4	-0.6	-1.1
O=C(O)C1CCCN1S(=O)(=O)c1ccc(Cl)c(Cl)c1 (configuration not stated)	0	1.0	8	-6.9	0.6	-0.7	1	-1.0	-2.0
CCOC(=O)C1(Cc2cccc(Cl)c2)CCCN(C(=O)CCN2CCCC2=O)C1 (configuration not stated)	1	0.7	-11	-0.3	0.7	-2.8	1	-0.2	-0.1
O=C(O)CC1Cc2ccccc2C1C(=O)O (configuration not stated)	0	nt	9	nt	1.1	-2.2	3	1.6	nt
COc1ccc(CCNC(=S)Nc2ccc(OC)cc2)cc1	-5	0.4	3	i	nt	-3.4	2	7.0	nt
COc1ccc(/C=C2\SC(=O)N(CCNC(=O)C3CC(=O)N(c4ccccc4)C3)C2=O)cc1 (configuration not stated)	-2	-2.3	25	0.4	nt	-4.5	40	1.4	nt
CCc1ccc2oc(C(=O)Nc3nonc3CC)c(C)c2c1	4	-1.0	15	-4.6	-0.1	-1.3	12	0.5	-1.6
O=C(c1ccccc1)c1ccccc1N/C=C/c1nnnn1-c1ccccc1	4	2.5	8	i	nt	-3.6	22	2.9	nt
O=C(/C=C/c1ccccc1Cl)NNC(=O)c1cccs1	4	-2.1	8	-0.4	0.2	-0.5	4	-0.4	nt
O=C(COc1cccc(C(F)(F)F)c1)NCC(c1cccs1)N1CCOCC1 (configuration not stated)	0	1.0	1	0.0	-0.9	-0.3	0	-0.1	-3.3
COC(=O)CCC(=O)OC1(C)C(=O)C=C2C=C(C3CC3)N(CCc3c[nH]c4ccccc34)C=C2C1=O (configuration not stated)	0	0.6	11	0.3	-0.8	-2.8	-7	-1.2	3.9
NC(=S)NN=C1C2CC3CC(C2)CC1C3	2	4.3	-6	-1.9	0.3	-1.6	0	-1.3	nt
Cc1cc(NC(=O)CCC(=O)N(CCC(C)C)C(C(=O)NC2CCCC2)c2ccccc2C)no1 (configuration not stated)	-2	-0.7	-2	-0.3	1.1	-4.4	32	-2.0	-0.5
CCOc1ccc(NS(=O)(=O)c2ccc(C(=O)NCCCN3CCOCC3)cc2)cc1	5	-0.2	5	0.6	1.0	0.1	-11	0.5	-3.2
O=C(CCCn1c(=O)[nH]c2ccccc2c1=O)NCCSCc1ccccc1	2	1.2	23	-0.4	-1.1	-0.6	-2	2.4	-1.0
COc1cc(C(=O)N/N=C/c2coc3ccccc3c2=O)cc(OC)c1OC	0	-1.8	16	-0.5	0.1	0.5	-6	-0.4	-1.7
O=C(NCCCN1CCN(CCCNC(=O)c2ccccc2F)CC1)c1ccccc1F	1	2.1	-9	-0.3	nt	1.0	-4	-1.1	-1.7
C[C@H](CO)N1C[C@H](C)[C@H](CN(C)C(=O)Nc2cccc3ccccc23)OCc2cnnn2CCCC1=O	14	nt	7	-3.1	0.3&0.4&1.0	0.8	7	nt	-2.2&-0.2&-2.4
COc1ccc(NC(=O)CCCCC#Cc2ccccc2)cc1	-1	-0.5	5	0.0	1.5	-3.7	20	2.6	0.0
O=C(NNS(=O)(=O)c1ccccc1[N+](=O)[O-])c1ccc(O)cc1	2	1.0	6	-5.3	nt	-0.3	2	1.1	-1.3
CC(=O)c1c(C)nn(C(=O)N2CCOCC2)c1C	3	-1.5	-4	-0.3	nt	-2.9	-6	-1.5	5.2
O=C1NC(Cc2ccccc2)c2nc3ccc(Br)cc3c(=O)n2-c2cc3ccccc3cc21 (configuration not stated)	-1	nt	14	-0.4	-10.0	-3.6	45	nt	-1.3
Cc1cccc(N(C)S(=O)(=O)c2ccc(-c3cnc(C4CC4)o3)cc2)c1	0	0.3	6	i	-1.4	-2.8	22	-1.7	-1.7
O=C(c1cc2cc(C(F)(F)F)ccc2s1)N1CCOCC1	2	-2.4	-2	i	0.8	0.0	7	-1.9	nt
Cc1ccc(/C=N/NC(=O)c2c[nH]c3ccccc23)s1	-1	-2.6	49*	nt	nt	-2.3	6	0.0	1.5
O=C(O)/C=C/c1ccc(OCCCF)cc1	2	1.3	3	-0.4	-3.0	-3.6	-10	nt	nt
CC(C)(C)c1ccc(CC(=O)N2CCC2(C)C(=O)NS(=O)(=O)c2ccc(Cl)cc2)cc1 (configuration not stated)	-3	nt	8	-0.1	-4.5	-1.6	7	nt	1.8
Cc1cccc(NC(=S)NC(C)C(c2ccccc2)N2CCN(C)CC2)c1C (configuration not stated)	-1	-2.2	3	i	1.0	-0.7	5	0.2	nt
O=C(Nc1ccccc1)OCc1cc(-c2ccccc2Cl)on1	-2	3.2	-1	nt	nt	0.4	26	22	-0.3
Cc1ccc(C(=O)OC(C)CN2CCN(C)CC2)cc1 (configuration not stated)	3	-1.0	14	-0.2	0.3	-0.6	7	-1.6	-1.1
COc1ccc(-c2cc(C(=O)NC(C)c3ccccn3)c3ccccc3n2)cc1OC (configuration not stated)	-1	-4.4	8	-0.4	0.2	-2.9	6	-0.1	0.7
COc1ccc2[nH]c(C(=O)O)c(NS(=O)(=O)c3ccc(F)cc3)c2c1	0	0.4	-1	i	-2.8	-0.9	23	-0.7	-0.3
Cn1c(O)c(/C=N/NC(=O)c2cc3ccccc3cc2O)c2ccccc21	-8	1.3	18	0.6	1.7	?	-14	-0.6	-2.0

(cont.)
compound	Mtb FBA inh	Mtb UGM inh	GDH-TPI counter	Vc quorum ag	TcdB GH inh	FadD28 binding	Y pestis TopoI	PfHsp40 yeast	Mtb BioA inh
COc1cc(C(Nc2ccccn2)c2c(NC(=O)c3ccco3)sc(C)c2C)cc(OC)c1OC (configuration not stated)	2	-0.1	3	i	1.7	-1.6	8	-2.0	-0.2
COc1cc(/C=N/NS(=O)(=O)c2ccc(C)c([N+](=O)[O-])c2)cc([N+](=O)[O-])c1O	-11	1.7	21	1.1	0.4	2.6	2	-2.6	-0.4
Cc1cnc([N+](=O)[O-])n1CCOC(=O)NC(=O)c1ccccc1Cl	-1	-0.9	24	-0.1	-0.6	-2.0	5	18	nt
O=C1NC(c2ccc3c(c2)OCO3)Nc2ccccc21 (configuration not stated)	20	0.5	8	i	nt	-0.9	-1	-0.2	-0.8
CC(C)CCC(CC(C)O)C(=O)NNC(=S)Nc1ccccc1 (configuration not stated)	-2	-0.8	6	0.2	-0.2	-0.7	-2	-1.2	-1.7
COC(=O)[C@H]1[C@H](C(=O)OC)[C@@H](C(=O)OC)N(c2ccc(OC)cc2)[C@@H]1C(=O)OC	3	-0.6	-7	-0.2	nt	-3.4	-10	-0.3	nt
COc1cc(OC)cc(C(=O)NCCCCc2ccccc2)c1	-2	2.5	6	-0.5	-2.3	-11	19	-0.6	2.3
Cc1cccc(/C=N/n2c(C)nc3ccccc3c2=O)c1	-2	-0.4	1	i	-0.5	-0.8	10	-0.8	0.0
Cc1ccc(/C(N)=N/OC(=O)COc2ccccc2Cl)cc1	-2	-3.8	2	i	nt	0.0	19	-1.7	-3.1
c1ccc(-c2nnsc2-c2nc3ccccc3[nH]2)cc1	9	nt	14	-0.1	0.0	-3.8	-13	-2.4	nt
CN(/C(=N/S(=O)(=O)c1cccs1)c1ccccc1)c1ccc(O)cc1	6	-1.9	10	6.4	1.2	0.2	1	0.6	1.0
COc1cc(C(=O)NNC(=O)c2ccccc2OCc2c(C)noc2C)cc(OC)c1OC	0	-1.6	1	i	-1.1	nt	9	2.5	1.5
Cc1ccccc1C(=O)Oc1ccc(-c2csnn2)cc1	0	-0.1	3	-0.4	0.2	-0.8	-1	-0.4	0.2
CC(NC(=O)CSc1nnc(-c2cccnc2)n1N)c1ccccc1 (configuration not stated)	0	4.5	-7	-1.4	0.6	-4.0	14	-0.5	nt
O=C(NC1CCCC1)C(c1ccsc1)N(C(=O)Cc1cccs1)c1cccc(F)c1 (configuration not stated)	0	0.8	2	-0.4	0.4	-4.1	4	-1.2	1.3

A draw from above in order of SMILES length, smallest number first:
compound	Mtb FBA inh	Mtb UGM inh	GDH-TPI counter	Vc quorum ag	TcdB GH inh	FadD28 binding	Y pestis TopoI	PfHsp40 yeast	Mtb BioA inh
O=C1NC(c2ccc3c(c2)OCO3)Nc2ccccc21 (configuration not stated)	20	0.5	8	i	nt	-0.9	-1	-0.2	-0.8
Cc1cccc(/C=N/n2c(C)nc3ccccc3c2=O)c1	-2	-0.4	1	i	-0.5	-0.8	10	-0.8	0.0
Cc1cnc([N+](=O)[O-])n1CCOC(=O)NC(=O)c1ccccc1Cl	-1	-0.9	24	-0.1	-0.6	-2.0	5	18	nt
O=C(NC1CCCC1)C(c1ccsc1)N(C(=O)Cc1cccs1)c1cccc(F)c1 (configuration not stated)	0	0.8	2	-0.4	0.4	-4.1	4	-1.2	1.3
COc1cc(C(Nc2ccccn2)c2c(NC(=O)c3ccco3)sc(C)c2C)cc(OC)c1OC (configuration not stated)	2	-0.1	3	i	1.7	-1.6	8	-2.0	-0.2
COc1cc(/C=N/NS(=O)(=O)c2ccc(C)c([N+](=O)[O-])c2)cc([N+](=O)[O-])c1O	-11	1.7	21	1.1	0.4	2.6	2	-2.6	-0.4

Screening data as filed in PubChem BioAssay.
